# TCR act = activates T cell receptor signaling | primary human leukocytes, anti-CD3, IL-2 HTRF, 48 h | 330,000 tested, under 10 active | Potency, µM (top dose mostly 9.22 µM), for the others: top-dose activation of IL-2 secretion, hits mostly activators | AID 504894; note: % of control where 0% means no effect
#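 Activity was scored as IL-2 release from primary human leukocytes given only a TCR signal (a-CD3 beads) plus compound for 48 hr. Detection used a two-antibody HTRF format read at 665nm.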
# BCR signal inh = inhibitors of chronic active B-cell receptor signaling | ABC-DLBCL IkBa-CBG/CBR reporter, luminescence ratio, 4 h | Potency, µM (series often up to 46.1 µM), for the others: at the highest dose ratio change, negative = lower green/red ratio, actives largely listed as inhibitors | 340,000 compounds, 0.05% hits | AID 493014; active = well fitted inhibition curve with a large enough effect in the signal ratio, with a control signal flat, not every such curve was filed as active; inconclusive = small, poorly fitted or top-dose-only effect, or effect the other way, or a change in a side signal; the % refers to the signal ratio;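 note: potency is the fitted concentration of half-maximal effect; plate controls were basal doxycycline-induced cells for no effect and cells given 10 µM MG132 for full effect; MG132 reads +100%, hits lower the ratio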
#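 Doxycycline induced both beetle luciferases in TMD8 lymphoma cells; IKK-driven degradation limits the IkappaBalpha-fused green signal, while red luminescence normalises for cell number and nonspecific effects. Compounds tested up to 46 uM, 4 hrs.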
# PTAP TSG101 blk = blocks PTAP/TSG101 interaction to inhibit HIV-1 budding. AID 493005. 340,000 tested, under 10 active. Potency, µM (series often up to 115 µM), for the others: at the top dose activity change, negative = inhibition, usual class: inhibitors. Fluorescence polarization, FITC-PTAP peptide / Tsg101 binding; active = well fitted inhibition curve with a large enough effect in the main read-out, with a control signal flat, not every such curve was filed as active; inconclusive = small, poorly fitted or top-dose-only effect, or effect the other way, or a change in a side signal; inactive = no such curve, though single readings can be large or run the other way; note: potency is the fitted concentration of half-maximal effect; % of control where 0% means no effect
# Target sequence (Q99816 whole entry, looked up): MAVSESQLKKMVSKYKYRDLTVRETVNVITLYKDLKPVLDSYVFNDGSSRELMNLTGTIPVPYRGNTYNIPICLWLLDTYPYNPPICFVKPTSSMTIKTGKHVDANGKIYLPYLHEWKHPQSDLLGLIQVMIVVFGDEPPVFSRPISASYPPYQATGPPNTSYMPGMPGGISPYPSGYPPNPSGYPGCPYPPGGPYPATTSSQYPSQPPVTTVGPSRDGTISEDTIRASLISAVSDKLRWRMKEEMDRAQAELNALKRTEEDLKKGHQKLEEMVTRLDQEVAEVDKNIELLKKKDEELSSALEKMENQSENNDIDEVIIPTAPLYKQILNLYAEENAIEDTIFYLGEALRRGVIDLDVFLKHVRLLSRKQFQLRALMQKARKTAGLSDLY
#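 Compounds were pin-transferred onto Tsg101 binding domain (10 uM final) in HEPES pH 7.5 buffer, then FITC-PTAP peptide was added at 50 nM final. After 20 min at RT, polarization reported peptide displacement across a qHTS concentration series.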
# B2AR arrestin = agonists driving beta-arrestin recruitment to human beta2-adrenergic receptor | beta-arrestin recruitment to beta2AR, cell-based reporter | 330,000 compounds, 0.02% hits | AID 492947 | P07550 | Potency, µM (titrated, usually from 46.1 µM), without a hit: at the top dose activation, usual class: activators;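 note: potency is the fitted concentration of half-maximal effect; 0% = DMSO controls and full agonism = EC100 isoproterenol or metaproterenol; nearly all actives have a fitted effect of over 65% in size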
# USP2a block = inhibitors of human ubiquitin-specific protease USP2a. Potency, µM (titrated, usually from 38.3 µM), without a hit: top-dose activity change, negative = inhibition, usual class: inhibitors. O75604. USP2 core, Ub-CHOP2 coupled fluorogenic reporter, 485/531. 330,000 compounds, 0.01% hits. AID 463254;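 note: potency is the fitted concentration of half-maximal effect; plate controls were DMSO wells for no effect and full inhibition by NEM control for full effect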
#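 Cell-free coupled assay: 10nM USP2 core preincubated 30min RT with compound in Tris-HCl pH 8.0/CaCl2/CHAPS buffer, then 25nM Ub-CHOP2 and 25nM reporter substrate; fluorescence (Ex 485/Em 531) read after 60min RT, normalized to NEM inhibition, concentration-response curves fitted.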
# Mito fusion yeast = inhibitors of mitochondrial division or activators of mitochondrial fusion; Potency, µM (highest dose often 46.1 µM), inactives show at the highest dose growth rescue (activation), hits mostly activators; 320,000 compounds, 0.23% hits; S. cerevisiae fusion-defective mutant growth rescue, CellTiterGlo 48 h;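 note: potency is the fitted concentration of half-maximal effect; % of control where 0% means no effect; nearly all actives have a fitted effect of over 45% in size; temperature-sensitive fusion mutants such as fzo1-1 at 37 °C on non-fermentable ethanol glycerol medium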
#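 Growth-rescue viability read-out: after 48 h at the non-permissive 37C in glycerol/ethanol YPEG, yeast mitochondrial fusion mutants are measured by CellTiterGlo luminescence; compounds (23 nl pinned per well) restoring growth score as division inhibitors or fusion activators.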
# TSHR antagonist = human thyrotropin receptor antagonism | P16473 | TSHR-expressing cells, TSH-stimulated cAMP HTRF, 2 h; active compounds read low | activity change, negative = inhibition, % at 11.5 µM | 330,000 compounds, 0.2% hits;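 active = activity change below a set negative limit, meaning inhibition stronger than a set level, cut at about -70% in these data; inconclusive = activity change between two set negative limits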; note: % is set by controls: 0 for no effect and ±100 for the full control effect
#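 Freshly harvested TSHR cells receive pin-tooled compound, then EC80 TSH at 4nM final. After 2 hours at 37 deg C, antibody in lysis buffer and cAMP-d2 are added; 30 minutes at ambient temperature precede the HTRF read.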
# Tb PFK inh = T. brucei PFK enzyme inhibition; O15648; T. brucei PFK, ADP-Glo luminescence; Potency, µM (doses to about 57.5 µM), for inactives: at the top dose activity, negative = inhibition, actives largely listed as inhibitors; 330,000 compounds, 0.17% hits; AID 485367;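 note: potency is the fitted concentration of half-maximal effect; 0% = uninhibited 1x PFK enzyme wells and -100% = no-enzyme wells; nearly all actives have a fitted effect of over 60% in size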
# Target sequence (O15648 whole entry, looked up): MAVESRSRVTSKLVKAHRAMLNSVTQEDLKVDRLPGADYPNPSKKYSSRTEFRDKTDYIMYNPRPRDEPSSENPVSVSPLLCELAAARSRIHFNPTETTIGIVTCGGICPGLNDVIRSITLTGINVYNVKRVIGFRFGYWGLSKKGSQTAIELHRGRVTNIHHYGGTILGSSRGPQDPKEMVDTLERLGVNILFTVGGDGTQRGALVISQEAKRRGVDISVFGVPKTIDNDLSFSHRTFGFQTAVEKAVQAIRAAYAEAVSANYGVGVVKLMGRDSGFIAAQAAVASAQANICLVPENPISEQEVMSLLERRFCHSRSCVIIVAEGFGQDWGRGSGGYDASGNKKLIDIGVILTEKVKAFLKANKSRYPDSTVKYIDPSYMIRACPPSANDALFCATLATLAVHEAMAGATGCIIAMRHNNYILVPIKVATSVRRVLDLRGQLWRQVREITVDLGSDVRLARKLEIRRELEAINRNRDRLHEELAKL
#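 1.25 nM PFK with 0.5 mM F6P and 0.1 mM ATP in 0.1 M TEA pH 8.0, 5 mM MgCl2, incubated 45 min at room temperature; ADP measured by ADP-Glo luminescence; compounds titrated up to 57 uM.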
# Eya2 inh = blocks the phosphatase activity of human Eya2; recombinant Eya2, OMFP fluorescence dephosphorylation (OMFP is methylfluorescein phosphate); Potency, µM (series often up to 76.9 µM), for the others: top-dose activity, negative = inhibition, most hits filed as inhibitors; 330,000 compounds, 0.006% hits; O00167; note: potency is the fitted concentration of half-maximal effect; % is set by controls: 0 for no effect and ±100 for the full control effect
#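 Eya2 (0.2 uM) preincubated 10 min at ambient with compound, then OMFP substrate added at 50 uM; 10 min reaction in 50 mM HEPES pH 7.5, 50 mM NaCl, 5 uM MgCl2, 0.05% BSA, 1 mM DTT. Fluorescence read at Ex 485/Em 525 nm.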
# ELG1 DNA repair = inhibitors of ELG1-dependent DNA repair in HEK293T cells | HEK293T ELG1-luciferase reporter, luminescence, 16 h; DNA damage induced by 5-fluorouridine | Potency, µM (top dose mostly 46.1 µM), for the others: top-dose activity change, negative = inhibition, actives largely listed as inhibitors | 330,000 compounds, 2.3% hits | AID 504467; note: potency is the fitted concentration of half-maximal effect; % is set by controls: 0 for no effect and ±100 for the full control effect; nearly all actives have a fitted effect of over 55% in size
#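 HEK293T cells expressing luciferase-tagged ELG1 (2,000/well) received 5-Fluorouridine plus compound or DMSO for 16 hr at 37 °C. Luciferase was read by ONE-Glo luminescence after 30 min at room temperature.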
# uPA generation = inhibitors of cell surface uPA generation. Potency, µM (titrated, usually from 38.3 µM), inactives show at the top dose activity change, negative = inhibition, actives largely listed as inhibitors. 330,000 compounds, 0.31% hits. cell surface uPA generation assay, qHTS. AID 540303; active = well fitted inhibition curve with a large enough effect; inconclusive = small, poorly fitted or top-dose-only effect; inactive = no such curve, though single readings can be large or run the other way; tested in mouse RAW 264.7 cells; note: potency is the fitted concentration of half-maximal effect; % is set by controls: 0 for no effect and ±100 for the full control effect; nearly all actives have a fitted effect of over 55% in size
# The depositor's hits bear a star; ? = inconclusive; nt = not tested or not shown; [ ] = dose if it differs, or a comment. Unless noted, calls come from the whole dose curve; as a rule, active = well fitted curve in the direction sought with a large enough effect; inconclusive = small, poorly fitted or top-dose-only effect, or another doubt; inactive = no such curve, though single readings can be large; an effect the other way counts as inactive or inconclusive.
SMILES,TCR act,BCR signal inh,PTAP TSG101 blk,B2AR arrestin,USP2a block,Mito fusion yeast,TSHR antagonist,Tb PFK inh,Eya2 inh,ELG1 DNA repair,uPA generation
Cc1ccc(NC(=O)CN(C)C(=O)c2sc3cc(Cl)ccc3c2Cl)cc1,1%,1%,-5%,0.0%,-1%,9%,-8,-12%,1%,?,9%
CCCCCCn1c(CN2CCN(C(=O)c3ccco3)CC2)nc2c1c(=O)n(C)c(=O)n2C,-20%[46.1 µM],1%,-3%,0.2%,0%,4%,11,0%,-2%,13µM*,-9%
CCC1(C)NC(=O)N(CC(=O)N2N=C(c3ccccc3)CC2c2ccc(OC)cc2)C1=O (configuration not stated),1%[46.1 µM],-20%,-1%,0.0%,0%,-3%,14,-7%,-5%,-12%,-9%
CC(C)OC(=O)c1nnn(-c2nonc2N)c1CSc1ccccn1,-1%,14%,-2%,0.1%,0%,3%,-20,7%,-31%,11%,1%
O=C1c2cccnc2C(=O)N1Cc1ccc(S(=O)(=O)N2CCOc3ccc(Cl)cc32)cc1,2%,?,2%,2.7%,0%,-3%,6,-1%,7%,24%,0%
CC(=O)Nc1ccc(NC(=O)C2CCCN2C(=O)Nc2ccc(F)cc2)cc1 (configuration not stated),0%,-2%,0%,-0.4%,4%,-2%,-1,0%,-14%,1%,1%
CC[n+]1c(-c2ccc(C)cc2)csc1Nc1c(C)n(C)n(-c2ccccc2)c1=O,1%[46.1 µM],-11%,-2%,-0.5%,4%,18%,-5,6%,10%,?,-4%
Cn1nc([N+](=O)[O-])nc1Oc1ccccc1N,19%,?,-3%,0.2%,-2%,4%,-5,-1%,-6%,1%,0%
CN(C)CCn1c(NCc2ccc3c(c2)OCO3)nc2ccccc21,-1%,?,-1%,0.0%,-1%,-4%,3,-1%,-9%,3%,11%
CN1CCN(C(=O)CCN2C(=O)/C(=C/c3ccccc3Cl)SC2=S)CC1,-11%,?,-9%,0.0%,2%,4%,5,1%,2%,-4%,-15%
CC1CCCCN1C(=O)COC(=O)Cc1c[nH]c2ccccc12 (configuration not stated),0%,2%,0%,-0.5%,1%,nt,-11,8%,4%,4%,4%
Cc1ccc(C(=O)NCCc2cccc(Cl)c2)cc1[N+](=O)[O-],6%[46.1 µM],3%,1%,-0.4%,-1%,13%,12,-5%,4%,?,-7%
C[C@@H]1CN([C@@H](C)CO)C(=O)c2cccc(NC(=O)Nc3ccccc3)c2O[C@H]1CN(C)C(=O)Nc1cccc2ccccc12,-7%,?,0%,7.3%,-10%,nt,0,1%,10%,-26%,-8%
O=S(=O)(c1ccc(C2=CSC3=NCCN23)cc1)N1CCOCC1,4%,3%,-1%,0.1%,1%,-7%,13,0%,3%,-1%,3%
CN(C)c1nn(C(=O)Nc2cccc(C(F)(F)F)c2)cc1-c1ccccc1,-3%,7%,-1%,-0.1%,3%,-5%,0,0%,17%,-5%,-3%
O=C(NN=Cc1ccccc1Cl)c1ccc(-n2cnnn2)cc1,-3%,?,-2%,0.1%,2%,nt,1,1%,nt,?,15%
Clc1ccc(CNc2cnccn2)cc1,0%,-2%,-8%,0.3%,7%,2%,0,-17%,8%,-18%,2%
O=C(CC1SC(=NCC2CCCO2)NC1=O)Nc1cccc2ccccc12 (configuration not stated),-1%[46.1 µM],-5%,-6%,-0.9%,-1%,-4%,-6,0%,-5%,3%,8%
COC(=O)CCN(C(=O)c1ccc(N2CCCC2)c([N+](=O)[O-])c1)c1ccccn1,7%,4%,-4%,0.3%,-1%,-12%,2,-1%,1%,16%,-4%
Nc1ccc2c(C(F)(F)F)cc(C(F)(F)F)nc2n1,-3%,-1%,2%,-1.6%,0%,1%,5,3%,-16%,5%,4%
CC(=O)c1ccc(NC(=O)C2(c3ccccc3)CC2(Cl)Cl)cc1 (configuration not stated),0%,4%,1%,3.2%,-1%,3%,14,0%,?,?,-5%
CCC(=O)Nc1ccccc1C(=O)NC1CCCCC1,nt,-12%,-3%,0.0%,4%,2%,27,1%,-17%,17%,-16%
O=C(CCNS(=O)(=O)c1ccccc1F)N1CCN(C/C=C/c2ccccc2)CC1,-18%,-1%,-4%,0.0%,0%,6%,-3,0%,-9%,-7%,-4%
CCC(C(=O)OCC(=O)N1CCN(c2ccc(OC)cc2)CC1)c1ccccc1 (configuration not stated),nt,-2%,-7%,-0.6%,1%,2%,-21,4%,1%,-13%,5%
COc1ccc(Oc2cccc(Cl)c2CNC(=O)CCCC(=O)O)cc1,6%,?,-3%,-1.1%,0%,3%,-10,1%,?,?,5%

# A draw from above in order of count of non-hydrogen atoms, smallest number first:
SMILES,TCR act,BCR signal inh,PTAP TSG101 blk,B2AR arrestin,USP2a block,Mito fusion yeast,TSHR antagonist,Tb PFK inh,Eya2 inh,ELG1 DNA repair,uPA generation
Clc1ccc(CNc2cnccn2)cc1,0%,-2%,-8%,0.3%,7%,2%,0,-17%,8%,-18%,2%
Cn1nc([N+](=O)[O-])nc1Oc1ccccc1N,19%,?,-3%,0.2%,-2%,4%,-5,-1%,-6%,1%,0%
CCC(=O)Nc1ccccc1C(=O)NC1CCCCC1,nt,-12%,-3%,0.0%,4%,2%,27,1%,-17%,17%,-16%
CC(=O)Nc1ccc(NC(=O)C2CCCN2C(=O)Nc2ccc(F)cc2)cc1 (configuration not stated),0%,-2%,0%,-0.4%,4%,-2%,-1,0%,-14%,1%,1%
C[C@@H]1CN([C@@H](C)CO)C(=O)c2cccc(NC(=O)Nc3ccccc3)c2O[C@H]1CN(C)C(=O)Nc1cccc2ccccc12,-7%,?,0%,7.3%,-10%,nt,0,1%,10%,-26%,-8%

# (listing goes on)
SMILES,TCR act,BCR signal inh,PTAP TSG101 blk,B2AR arrestin,USP2a block,Mito fusion yeast,TSHR antagonist,Tb PFK inh,Eya2 inh,ELG1 DNA repair,uPA generation
CC(=O)NCC12CC3CC(C1)CC(C(=O)O)(C3)C2,-3%,7%,-12%,0.6%,1%,0%,-6,0%,26%,8%,nt
CCc1nn2c(N(C)CCO)cc(C)nc2c1-c1ccc(F)cc1,-1%,-2%,0%,3.4%,-1%,10%,11,-3%,3%,1%,-2%
Nc1cc([N+](=O)[O-])cc2oc(-c3ccccc3)cc12,2%,?,5%,0.4%,2%,20%,-7,0%,2%,0%,-2%
CCOC(=O)c1[nH]c(C)c(C(=O)NCC2CCCO2)c1C (configuration not stated),0%,1%,0%,0.3%,0%,-4%,30,-3%,10%,0.73µM*,4%
CC(C)c1cc(=O)n2[nH]c(SCc3ccc(Cl)cc3)nc2n1,3%,-9%,-3%,3.5%,3%,6%,24,1%,1%,6%,2%
COc1ccc(CCNC(=O)c2ccco2)cc1OC,0%,-7%,-3%,0.2%,1%,-8%,5,5%,-3%,-13%,2%
CC1(C)CC(=O)C(N=Nc2c(F)cccc2F)=C(O)C1,1%,-5%,-2%,-0.4%,-1%,-8%,1,-1%,?,?,4%

# From PubChem BioAssay

# Compounds as they come; 3% or so of the library scored in one or more.
